GLD-1 RNA inh: GLD-1-TGE RNA interaction inhibition (C. elegans); purified GLD-1 + fluorescein TGE RNA, fluorescence polarization; inhibition, % at 5.96 µM; actives 0.44% (n = 320,000); AID 2280;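 active = percent inhibition above a per-plate cutoff, the plate mean of test compounds plus 3 SD, cut at about 30% in these data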;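 note: 0% = DMSO wells with GLD-1 and probe and 100% = wells lacking GLD-1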
Yeast superoxide: caloric restriction mimetics inhibiting age-related superoxide in yeast; S. cerevisiae aged cells, superoxide DHE fluorescence; stronger effect = lower value; superoxide response (% of plate mean), % at 10 µM; actives 0.18% (n = 330,000); AID 2690;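 active = superoxide response under a set limit, about three screen SD below normal, cut at about 65% in these data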;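 note: yeast aged for seven days with compound at 30 °C before DHE staining; 100% = average MFI of all compound-treated wells on the plate with controls excluded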
ZTA counter: blocks Epstein-Barr virus ZTA, an EBNA-1 counter-screen. actives 0.15% (n = 320,000). P03206. inhibition, % at 11 µM. ZTA-DNA binding, fluorescence polarization; in the data active = inhibition above about 33%
MEX-5 binding: C. elegans MEX-5 TCR-2 RNA binding activity; actives 0.38% (n = 300,000); MEX-5/FITC-TCR2 RNA binding, fluorescence polarization; stronger effect = lower value; activity score (negative = inhibition of binding), % at 10 µM; AID 1832;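 active = inhibition past about -25% in most replicates, and total fluorescence under double the plate's negative control median, limit read from the data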;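 note: 0% = DMSO and -100% = 5 µM competing unlabeled TCR2 RNA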
Target sequence (Q9XUB2 whole entry, looked up): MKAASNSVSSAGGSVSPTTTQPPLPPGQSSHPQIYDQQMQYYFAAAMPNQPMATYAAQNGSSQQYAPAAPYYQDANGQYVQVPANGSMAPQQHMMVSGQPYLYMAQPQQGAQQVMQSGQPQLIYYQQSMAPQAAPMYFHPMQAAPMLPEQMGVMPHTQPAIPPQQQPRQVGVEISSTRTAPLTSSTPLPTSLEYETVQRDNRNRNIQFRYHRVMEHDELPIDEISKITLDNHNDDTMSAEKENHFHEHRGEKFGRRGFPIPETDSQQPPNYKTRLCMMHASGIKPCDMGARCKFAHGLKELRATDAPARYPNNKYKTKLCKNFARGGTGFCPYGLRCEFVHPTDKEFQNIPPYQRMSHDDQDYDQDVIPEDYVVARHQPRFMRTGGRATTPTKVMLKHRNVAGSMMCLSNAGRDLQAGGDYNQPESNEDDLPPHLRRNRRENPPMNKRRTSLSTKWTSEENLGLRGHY
EBNA-1 inhibitor: blocks EBNA-1 binding to DNA | inhibition, % at 14.8 µM | EBNA-1 DNA binding, fluorescence polarization | actives 0.34% (n = 300,000); in the data active = inhibition above about 28%
BCLXL inh: blocks human Bcl-xL binding to Bim BH3 peptide | inhibition, % at 10.9 µM | actives 0.7% (n = 320,000) | Q07817 | GST-Bcl-xL / FITC-Bim BH3 peptide fluorescence polarization;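 active = inhibition above the mean of all tested compounds plus 3 SD, cutoff set per campaign, cut at about 30% in these data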;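 note: 0% = DMSO wells and 100% = unlabeled Bim-BH3 peptide competitor; inhibitors lower millipolarization by displacing the labeled peptide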
Fam108B counter: counter-screen for RBBP9 inhibitors: inhibitors of mouse Fam108B; actives 0.33% (n = 300,000); recombinant Fam108B, FP-Rh probe fluorescence polarization; inhibition, % at 9.51 µM;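 active = inhibition above the screen mean inhibition plus 3 SD, computed separately per campaign, cut at about 18% in these data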;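 note: inhibitors lower polarization as less probe binds the enzyme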
MCL1 BIM primary: inhibitors of human MCL1 binding to BIM-BH3 peptide; GST-MCL1 / FITC-Bim-BH3 fluorescence polarization; inhibition, % at 10.9 µM; Q07820; actives 0.68% (n = 320,000);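 active = inhibition above the mean inhibition of all tested compounds plus 3 SD, set per campaign, cut at about 40% in these data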;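 note: 0% = DMSO wells and 100% = unlabeled Bim-BH3 peptide control; higher means more loss of mP so more displacement of Bim peptide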
Target sequence (Q07820 whole entry, looked up): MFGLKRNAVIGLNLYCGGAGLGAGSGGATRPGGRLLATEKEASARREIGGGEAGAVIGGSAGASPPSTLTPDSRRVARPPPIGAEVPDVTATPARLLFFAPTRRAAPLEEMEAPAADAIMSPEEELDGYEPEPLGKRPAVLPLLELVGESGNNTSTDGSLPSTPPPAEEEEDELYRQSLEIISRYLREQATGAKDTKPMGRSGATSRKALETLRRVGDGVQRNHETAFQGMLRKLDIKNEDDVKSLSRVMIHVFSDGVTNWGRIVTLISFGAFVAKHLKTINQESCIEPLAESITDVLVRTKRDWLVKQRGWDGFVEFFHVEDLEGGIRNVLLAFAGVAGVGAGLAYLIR
Efflux pump mplx: antifungal efflux pump inhibition, Nile Red retention; S. cerevisiae Candida pump triplex; inhibition, % at 10 µM; actives 0.44% (n = 330,000);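 active = plate passing quality check with inhibition over a set limit, or well fluorescence over plate mean plus 4 SD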;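 note: Nile Red retained in pooled yeast measured as flow cytometry median fluorescence; 0% = buffer negative control and 100% = Enniatin B positive control; higher means more Nile Red kept so more efflux inhibition; some compounds called inactive have numbers as strong as hits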
Starred values were filed as active, the others as inactive; . = no result given.

SMILES	GLD-1 RNA inh	Yeast superoxide	ZTA counter	MEX-5 binding	EBNA-1 inhibitor	BCLXL inh	Fam108B counter	MCL1 BIM primary	Efflux pump mplx
CC(C)C(NC(=O)C12CC3CC(CC(C3)C1)C2)C(=O)N/N=C/C1=C(N2CCOCC2)C(=C\c2ccc([N+](=O)[O-])cc2)/CC1 (stereo not drawn)	-8	105	-3	-2.5	-8	1	5	9	0.2
COc1ccc(-n2ncc3c2CC(C)(C)CC3NC(=O)c2cnc(C)cn2)cc1 (stereo not drawn)	1	124	-2	1.0	4	3	2	7	0.0
CCNC(=O)CC1C(=O)N(c2ccccc2)C(=O)N1CCc1ccc(OC)c(OC)c1 (stereo not drawn)	9	95	1	-0.4	0	1	-2	0	-0.3
CNC(=O)C(=O)NCCc1ccc(Cl)cc1	-4	89	13	3.3	5	3	-1	8	0.0
COc1ccc(OC)c(C2NC(=O)NC(C)=C2C(=O)Nc2ccc(C)cc2C)c1 (stereo not drawn)	-4	108	-3	-0.2	13	1	0	0	0.0
O=C(c1ccc2ncsc2c1)N1CCN(c2ccc(O)cc2)CC1	3	93	-2	-0.3	1	13	-1	11	-0.1
O=C(NCCOc1ccc(Cl)cc1)c1cccc(S(=O)(=O)N2CCCC2)c1	1	78	0	.	.	6	.	9	0.5
O=C(c1ccccc1)N1N=C(c2ccccc2)CC1c1ccccc1 (stereo not drawn)	0	99	-7	-3.1	-12	-1	1	-3	0.5
Cc1c(Cl)ccc2c1NC(=O)C21NC(CCC(N)=O)[C@H]2C(=O)N(c3ccc(Cl)cc3)C(=O)[C@H]21 (stereo partly drawn)	5	110	-3	-0.2	1	1	0	-4	0.0
CC(C)CC(NC(=O)OC(C)(C)C)c1cn([C@@H](CCC(=O)OC(C)(C)C)C(=O)N2CCN(C(=O)OC(C)(C)C)CC2)nn1 (stereo partly drawn)	0	97	20	-0.7	5	2	4	4	0.1
Cc1cccc(NC(=O)CSc2nnc([C@H](C)NC(=O)OC(C)(C)C)o2)c1C	3	106	-10	2.0	1	4	5	8	-0.1
COc1ccc(NC(=S)N(CCCN2CCC(C)CC2)Cc2cccs2)cc1	-9	107	7	-0.1	1	8	-3	9	0.1
COc1ccc(CNC(=O)CN(Cc2ccccc2)C(=O)CCC(=O)Nc2nccs2)cc1	-9	105	3	1.7	-7	0	-5	-6	0.2
Cc1ccc(S(=O)(=O)NN2C(=O)c3ccccc3NC2c2ccco2)cc1 (stereo not drawn)	-1	103	-19	-1.7	-1	1	2	1	-0.1
O=C(/C=C/c1cc([N+](=O)[O-])ccc1OC(F)F)Nc1cccc(OC(F)F)c1	0	104	11	-0.3	1	5	0	-4	0.1
O=C(O)CCc1ccc(-c2ccccc2)n1CC1CCCO1 (stereo not drawn)	-1	103	1	-7.8	-9	9	-4	5	0.1
COc1cccc(-c2nc(CS(=O)(=O)CC(=O)Nc3ccc(F)cc3F)c(C)o2)c1	0	88	-3	1.5	0	8	-2	10	-0.1
O=C(NCCCn1ccnc1)c1cc(-c2ccc(Br)cc2)on1	1	101	-7	-0.6	-18	0	-1	-1	0.0
COc1ccc(CCN(C)C(=O)c2c(C)noc2C)cc1OC	-1	122	3	.	.	-2	.	-4	-0.2
O=C(N/N=C/c1cn(Cc2ccccc2)c2ccccc12)c1ccncc1	4	113	-1	0.1	-5	1	6	1	0.4
Clc1ccc(-n2cc(-c3ccc(Br)cc3)[n+]3c2CCCCC3)cc1	1	104	1	2.5	-10	2	0	2	-0.1
CC(C)n1c(O)c(/C=C2\C=Nc3ccccc32)sc1=Nc1ccccc1	2	87	-4	-2.6	-2	3	2	5	-0.1
CC(C)N(Cc1ccccc1)C(=O)/C=C/c1ccccc1[N+](=O)[O-]	-8	113	15	-0.7	0	6	-1	4	0.1
C=CCn1c(SCC(=O)O)nnc1-c1ccccc1	0	99	-7	-5.2	13	3	-2	-2	-0.1
Cc1ccc(C)c(-c2[nH]ncc2CN2CCCC(CO)(Cc3ccccc3C)C2)c1 (stereo not drawn)	0	88	2	2.3	14	-3	-2	-1	0.0

Only BCLXL inh, MCL1 BIM primary and Fam108B counter (three entries from above):
| SMILES | BCLXL inh | MCL1 BIM primary | Fam108B counter |
| --- | --- | --- | --- |
| Cc1cccc(NC(=O)CSc2nnc([C@H](C)NC(=O)OC(C)(C)C)o2)c1C | 4 | 8 | 5 |
| COc1ccc(-n2ncc3c2CC(C)(C)CC3NC(=O)c2cnc(C)cn2)cc1 (stereo not drawn) | 3 | 7 | 2 |
| O=C(N/N=C/c1cn(Cc2ccccc2)c2ccccc12)c1ccncc1 | 1 | 1 | 6 |

Continued:
SMILES	GLD-1 RNA inh	Yeast superoxide	ZTA counter	MEX-5 binding	EBNA-1 inhibitor	BCLXL inh	Fam108B counter	MCL1 BIM primary	Efflux pump mplx
O=C(c1ccc(Cl)cc1)c1nnc(-c2ccncc2)o1	4	85	12	-6.4	8	8	4	8	0.0
CCc1nnc(NC(=O)CSc2n[nH]c(-c3ccccc3O)n2)s1	1	101	-7	-1.9	3	6	0	12	-0.3
CCN(c1ccccc1)S(=O)(=O)c1ccc(C(=O)Nc2nnc(CSC)o2)cc1	2	104	-33	0.5	1	3	0	3	-0.1
CC1(C)Cc2c(C#N)c(N3CCCC3)nc(-c3ccco3)c2CO1	5	100	8	-4.1	1	9	0	11	-0.1
CCNS(=O)(=O)c1ccc(CCC(=O)N2CCN(c3ccccc3)CC2)cc1	-2	101	-6	0.4	2	3	-4	3	-0.1
COc1coc(/C=C/C(=O)O)cc1=O	2	85	-11	2.0	8	5	7	6	0.1
CCN(CC)S(=O)(=O)c1ccc(OC)nc1	6	106	-15	0.5	-6	4	-7	5	-0.1
Cc1nc2scc(C)n2c(=O)c1S(=O)(=O)Nc1ccc(N2CCOCC2)cc1	2	70	3	0.3	-5	2	-1	-5	0.0
CC(C)CCN1C(=O)c2ccc(C(=O)OCC(=O)N(C)C3CCS(=O)(=O)C3)cc2C1=O (stereo not drawn)	1	96	5	0.9	-2	-1	-2	-8	0.0
CCc1ccc(C(=O)COC(=O)c2cccc(N3C(=O)c4c(C)nc5ccccc5c4C3=O)c2)cc1	6	104	1	-0.7	10	2	-7	3	0.0
CCOc1ccc(CN(C)C(=O)CN2C(=O)NC(c3ccccc3)(c3ccccc3)C2=O)cc1	2	98	14	.	.	2	.	9	-0.1
Cc1cccc2nc(CSc3nnnn3-c3ccccc3)cn12	2	100	4	0.6	-1	10	1	10	-0.1
O=C(NCCN1CCOCC1)N1CCOCC1	11	110	1	0.3	-7	-5	-7	-2	0.0
COc1ccc(/C=N/n2c(=S)n(C)c3ccccc32)cc1OC	9	91	-2	-0.1	9	-2	0	8	-0.2
O=C(Nc1c(F)c(F)c(F)c(F)c1F)NC1CCCCC1	3	110	-4	2.5	2	4	-1	3	-0.1
O=C(NCc1ccco1)/C(=C\c1ccco1)NC(=O)c1cccs1	-4	92	-4	-2.7	-9	1	1	4	-0.1
O=C1CC(c2cccc(F)c2)C2=C(CCCC2=O)N1 (stereo not drawn)	7	101	13	-0.4	1	8	9	6	-0.1
COC(=O)c1c(NC(=O)c2ccco2)sc2c1CC(C)(C)NC2(C)C	3	96	0	5.1	-2	-6	-1	-12	0.1
COc1ccc(-c2nc(NC(=O)CSc3nnc(C)s3)ns2)cc1	-4	100	17	-0.6	-11	-2	-6	4	0.8*
C=C(C)c1cccc(C(C)(C)NC(=O)NNC(=O)c2ccccc2O)c1	-3	131	5	0.3	-25	5	4	14	0.4
COc1ccc(C(=O)NCCC2=CCCCC2)cc1OC1CCN(C(C)C)CC1	5	84	-8	-0.4	0	6	-3	10	-0.1
O=C(CSc1nnc(COc2cccc3cccnc23)o1)N1CCN(C(=O)c2ccco2)CC1	0	103	-6	-1.2	-4	2	-1	7	0.0
O=C(CN1C(=O)COc2ccc(Cl)cc21)N1CCCCC1	0	105	13	0.3	11	1	0	1	0.0

Gathered by group, the compounds so far containing an aryl methoxy group (12)
SMILES	GLD-1 RNA inh	Yeast superoxide	ZTA counter	MEX-5 binding	EBNA-1 inhibitor	BCLXL inh	Fam108B counter	MCL1 BIM primary	Efflux pump mplx
COc1ccc(-n2ncc3c2CC(C)(C)CC3NC(=O)c2cnc(C)cn2)cc1 (stereo not drawn)	1	124	-2	1.0	4	3	2	7	0.0
CCNC(=O)CC1C(=O)N(c2ccccc2)C(=O)N1CCc1ccc(OC)c(OC)c1 (stereo not drawn)	9	95	1	-0.4	0	1	-2	0	-0.3
COc1ccc(OC)c(C2NC(=O)NC(C)=C2C(=O)Nc2ccc(C)cc2C)c1 (stereo not drawn)	-4	108	-3	-0.2	13	1	0	0	0.0
COc1ccc(NC(=S)N(CCCN2CCC(C)CC2)Cc2cccs2)cc1	-9	107	7	-0.1	1	8	-3	9	0.1
COc1ccc(CNC(=O)CN(Cc2ccccc2)C(=O)CCC(=O)Nc2nccs2)cc1	-9	105	3	1.7	-7	0	-5	-6	0.2
COc1cccc(-c2nc(CS(=O)(=O)CC(=O)Nc3ccc(F)cc3F)c(C)o2)c1	0	88	-3	1.5	0	8	-2	10	-0.1
COc1ccc(CCN(C)C(=O)c2c(C)noc2C)cc1OC	-1	122	3	.	.	-2	.	-4	-0.2
COc1coc(/C=C/C(=O)O)cc1=O	2	85	-11	2.0	8	5	7	6	0.1
CCN(CC)S(=O)(=O)c1ccc(OC)nc1	6	106	-15	0.5	-6	4	-7	5	-0.1
COc1ccc(/C=N/n2c(=S)n(C)c3ccccc32)cc1OC	9	91	-2	-0.1	9	-2	0	8	-0.2
COc1ccc(-c2nc(NC(=O)CSc3nnc(C)s3)ns2)cc1	-4	100	17	-0.6	-11	-2	-6	4	0.8*
COc1ccc(C(=O)NCCC2=CCCCC2)cc1OC1CCN(C(C)C)CC1	5	84	-8	-0.4	0	6	-3	10	-0.1

Screening data deposited in PubChem BioAssay by several laboratories.
